mouse EphA4 binding: EphA4 ligand-binding antagonists – biochemical, colorimetric, mouse EphA4, primary screen (AID 689). EphA4-AP binding to KYL peptide, pNPP A405; higher % means a stronger effect. 62,000 tested, 0.1% active. one-dose inhibition, % at 10 µM; IC50 in µM for titrated hits; in the data active = a potency from the dose series; inactive = the rest, 99 in 100 with inhibition below about 22%
The depositor's hits bear a star; & = joins results of further samples. This is a subset; the hit share may differ from the screen's.

The first 12 compounds as a preview:
Results for CC(=O)NC(Cc1ccccc1)C(=O)NC1CCN(C(=O)NC2CCCCC2)CC1 (configuration not stated) ?
mouse EphA4 binding: -2.5%

What do the screens show for `CCCCCn1c(CN2CCN(C)CC2)nc2c1c(=O)n(C)c(=O)n2C`?
mouse EphA4 binding: -3.6%

Results for COCCOCC(O)CN1CCN(c2ccc(C)cc2)CC1 (configuration not stated) ?
mouse EphA4 binding: 4.5%

How did Cc1cc(N=CC2=C(O)CC(C)(C)CC2=O)no1 do in these assays?
mouse EphA4 binding: -2.7%

Results for O=C1OC(c2ccccc2)=C/C1=C/N1CCCCC1 ?
mouse EphA4 binding: -5.5%

What do the screens show for `CCc1c(C)nc(SCC(=O)Nc2ccc(Br)cc2)[nH]c1=O`?
mouse EphA4 binding: -0.2%

How did COC(=O)c1scc(C)c1NC(=O)C1CCCCC1 do in these assays?
mouse EphA4 binding: -4.5%

What do the screens show for `CCS(=O)(=O)N1CCCC(C(=O)NCc2cccnc2)C1` (configuration not stated)?
mouse EphA4 binding: -1.7%

How did O=C1COc2ccc(NC(=O)N3CCN(c4ccc(F)cc4)CC3)cc2N1 do in these assays?
mouse EphA4 binding: -5.7%

How did CCc1cc2c(=O)c(-c3nc4ccccc4n3C)coc2c(CN2CCN(C)CC2)c1O do in these assays?
mouse EphA4 binding: -7.7%

What do the screens show for `CC(=O)Oc1ccc(-c2cccc(NC(=O)c3ccc4c(c3)Cc3ccccc3-4)c2)cc1`?
mouse EphA4 binding: -15.7%

Results for CCOc1ccccc1C(=O)NCCCCCC(=O)O ?
mouse EphA4 binding: -15.0%

This part in full, repeating the preview:
Results for CC(=O)NC(Cc1ccccc1)C(=O)NC1CCN(C(=O)NC2CCCCC2)CC1 (configuration not stated) ?
mouse EphA4 binding: -2.5%

What do the screens show for `CCCCCn1c(CN2CCN(C)CC2)nc2c1c(=O)n(C)c(=O)n2C`?
mouse EphA4 binding: -3.6%

Results for COCCOCC(O)CN1CCN(c2ccc(C)cc2)CC1 (configuration not stated) ?
mouse EphA4 binding: 4.5%

How did Cc1cc(N=CC2=C(O)CC(C)(C)CC2=O)no1 do in these assays?
mouse EphA4 binding: -2.7%

Results for O=C1OC(c2ccccc2)=C/C1=C/N1CCCCC1 ?
mouse EphA4 binding: -5.5%

What do the screens show for `CCc1c(C)nc(SCC(=O)Nc2ccc(Br)cc2)[nH]c1=O`?
mouse EphA4 binding: -0.2%

How did COC(=O)c1scc(C)c1NC(=O)C1CCCCC1 do in these assays?
mouse EphA4 binding: -4.5%

What do the screens show for `CCS(=O)(=O)N1CCCC(C(=O)NCc2cccnc2)C1` (configuration not stated)?
mouse EphA4 binding: -1.7%

How did O=C1COc2ccc(NC(=O)N3CCN(c4ccc(F)cc4)CC3)cc2N1 do in these assays?
mouse EphA4 binding: -5.7%

How did CCc1cc2c(=O)c(-c3nc4ccccc4n3C)coc2c(CN2CCN(C)CC2)c1O do in these assays?
mouse EphA4 binding: -7.7%

What do the screens show for `CC(=O)Oc1ccc(-c2cccc(NC(=O)c3ccc4c(c3)Cc3ccccc3-4)c2)cc1`?
mouse EphA4 binding: -15.7%

Results for CCOc1ccccc1C(=O)NCCCCCC(=O)O ?
mouse EphA4 binding: -15.0%

Results for Cc1ccc(/C=C/C(=O)Nc2cc(C)on2)cc1 ?
mouse EphA4 binding: -9.4%

Results for O=C(O)c1c(-c2ccccc2)c2oc3ccccc3c2[nH]c1=O ?
mouse EphA4 binding: -3.2%

How did CCCC1=C(C(=O)OCC)C(c2ccncc2)n2ncnc2N1 (configuration not stated) do in these assays?
mouse EphA4 binding: -4.6%

How did O=S(Cc1ccccc1)CC(O)(c1ccccc1)c1ccccc1 (configuration not stated) do in these assays?
mouse EphA4 binding: -8.5%

How did CCCOc1ccc(-c2nc(C#N)c(NCCCn3ccnc3)o2)cc1 do in these assays?
mouse EphA4 binding: -5.9%

Results for CC(C)C(NC(=O)c1ccc(N(C)S(=O)(=O)c2ccccc2)cc1)C(C)C ?
mouse EphA4 binding: -1.0%

What do the screens show for `CC(C)(Oc1ccc(Cl)cc1)C(=O)Nc1ncccn1`?
mouse EphA4 binding: -1.3%

What do the screens show for `CC(=O)c1cccc(N=C2C(=O)Nc3ccccc32)c1`?
mouse EphA4 binding: 10.0%

What do the screens show for `CCCS(=O)(=O)N1CCCC(C(=O)NCCN2CCCCC2C)C1` (configuration not stated)?
mouse EphA4 binding: -6.6%

How did CC(C)Oc1ccc(C(=O)NCc2cccnc2)cc1 do in these assays?
mouse EphA4 binding: -12.6%

What do the screens show for `COc1cc(OC)c(C2N(c3cc(C)on3)C(=O)C3CCCN32)cc1OC` (configuration not stated)?
mouse EphA4 binding: -29.4%

What do the screens show for `N#CCCn1nnc(-c2ccccc2F)n1`?
mouse EphA4 binding: 5.7%

Results for Cc1nn(-c2ccccn2)c2c1-c1nc(N)ncc1CC2 ?
mouse EphA4 binding: 8.4%

Results for CSc1nc2c(cnn2-c2ccc(C)c(C)c2)c(=O)[nH]1 ?
mouse EphA4 binding: -3.9%

How did c1ccc2c(c1)[nH]c1c(NCC3CCCO3)ncnc12 (configuration not stated) do in these assays?
mouse EphA4 binding: -3.1%

Results for CCC1c2ccc(C)n2CCN1C(=O)Nc1ccc(F)cc1 (configuration not stated) ?
mouse EphA4 binding: -4.5%

What do the screens show for `COC(=O)NCc1ccc(Cl)c(Cl)c1`?
mouse EphA4 binding: -8.7%

Results for COc1ccc(C2C(C(=O)c3cccs3)=C(O)C(=O)N2c2nncs2)cc1 (configuration not stated) ?
mouse EphA4 binding: -8.2%&2.2%

How did CCOC(=O)C1=C(c2ccccc2)OC(N)=C(C#N)C1C(C)C (configuration not stated) do in these assays?
mouse EphA4 binding: -4.0%

How did Fc1ccc(C[n+]2csc3ccccc32)cc1 do in these assays?
mouse EphA4 binding: -10.8%

What do the screens show for `COc1ccc(NC(=O)C2CCCN2c2ccc(OC)c(OC)c2)cc1OC` (configuration not stated)?
mouse EphA4 binding: -1.1%

What do the screens show for `CCCS(=O)(=O)c1c(S(=O)(=O)CCC)c2c3ccccc3ccn2c1C(N)=O`?
mouse EphA4 binding: -9.5%

How did Cc1c(C(=O)CN2CCOCC2)[nH]c2ccccc12 do in these assays?
mouse EphA4 binding: -3.3%

How did COc1ccccc1NC(=O)c1ccc(CN(c2cc(Cl)ccc2C)S(=O)(=O)c2ccccc2)cc1 do in these assays?
mouse EphA4 binding: 2.1%

What do the screens show for `CN(C)S(=O)(=O)c1ccc(C(=O)N2CCOCC2)cc1`?
mouse EphA4 binding: -10.8%

How did CN(C)/C(CN1CCCCC1)=C1\N=C(c2ccccc2)OC1=O do in these assays?
mouse EphA4 binding: -14.2%

Results for COc1c(Cl)ccc(Cl)c1C(=O)Nc1c(C)cccc1C(C)C ?
mouse EphA4 binding: 1.9%

How did COC(=O)c1c(C(=O)OC)c(-c2ccc(C)cc2)n2c1CCC2 do in these assays?
mouse EphA4 binding: 1.3%

What do the screens show for `Cc1ccc(C(=O)Nc2ccc(Cl)cc2)cc1[N+](=O)[O-]`?
mouse EphA4 binding: -12.0%

What do the screens show for `CCOC(=O)Cn1nnc(-c2ccc(OCC(C)C)cc2)n1`?
mouse EphA4 binding: -5.7%

What do the screens show for `C=CCn1c(SCC(=O)O)nnc1-c1ccc(C(C)(C)C)cc1`?
mouse EphA4 binding: -1.2%

What do the screens show for `COc1ccc(-c2nc3n(n2)C(c2ccccc2Cl)C(C(N)=O)=C(C)N3)cc1` (configuration not stated)?
mouse EphA4 binding: -2.0%

How did C=CCN1C(=O)/C(=C\c2ccc(C(=O)OC)cc2)C(=O)NC1=S do in these assays?
mouse EphA4 binding: -2.6%

What do the screens show for `O=C(CCc1nc(-c2ccccc2)no1)NCC1CCCO1` (configuration not stated)?
mouse EphA4 binding: -0.8%

What do the screens show for `COc1ccc(N(CC(=O)NCc2ccccc2)S(=O)(=O)c2ccc(C)c([N+](=O)[O-])c2)cc1`?
mouse EphA4 binding: 13.1%

What do the screens show for `Cc1ccc(-n2c(C)cc(C=C(C#N)C#N)c2C)cc1`?
mouse EphA4 binding: -9.6%

Results for O=C(CSc1ccc2c(c1)OCCO2)NCCN1C(=O)CSC1=O ?
mouse EphA4 binding: -10.7%

How did c1ccc(-c2nc(NCC3CCCO3)c3ccccc3n2)nc1 (configuration not stated) do in these assays?
mouse EphA4 binding: -7.8%

Results for COc1cc2c3c(c1OC)C1(C=CC(=NO)C=C1)CC3N(C(C)=O)CC2 (configuration not stated) ?
mouse EphA4 binding: -12.4%

What do the screens show for `CC1(C)CC(=O)C2=C(C1)NCN(Cc1ccccc1)C2`?
mouse EphA4 binding: 13.7%

Results for Cc1cccc(NC(=O)C2CCCN(C(=O)NC3CCCCC3)C2)c1C (configuration not stated) ?
mouse EphA4 binding: 2.5%

How did CC12C(=O)N(Cc3ccccc3)C(=O)C1C1C=CC2C1 (configuration not stated) do in these assays?
mouse EphA4 binding: -7.8%

How did Cc1ccc(-c2nn3c(C)nnc3c3ccccc23)cc1S(=O)(=O)N(C)CCO do in these assays?
mouse EphA4 binding: -12.1%

What do the screens show for `COCCn1c(SCc2ccc(C(=O)OC)o2)nc2cc(Cl)ccc2c1=O`?
mouse EphA4 binding: -11.7%

Results for CCOc1cccc(NC(=O)CSc2nncn2N)c1 ?
mouse EphA4 binding: -6.5%

What do the screens show for `c1ccc2c(COn3nnc4ccccc43)cccc2c1`?
mouse EphA4 binding: 14.9%

What do the screens show for `CC1CN(Cc2c(O)ccc3c(-c4ccccc4)cc(=O)oc23)CC(C)O1` (configuration not stated)?
mouse EphA4 binding: 0.3%

How did COC(=O)c1ccc(C)c(NC(=O)CN(c2cc(OC)ccc2OC)S(C)(=O)=O)c1 do in these assays?
mouse EphA4 binding: -10.9%

Results for COc1cccc(Nc2ncccc2C(=O)Nc2ccccc2)c1 ?
mouse EphA4 binding: -0.3%

How did CCOC(=O)c1cc2c(=O)n3ccccc3nc2n(CCOC)c1=NC(=O)C(C)(C)C do in these assays?
mouse EphA4 binding: 10.0%

What do the screens show for `COc1cccc(OC)c1C(=O)NC(=S)Nc1ccc2c(c1)Cc1ccccc1-2`?
mouse EphA4 binding: -1.2%

Results for COc1cccc2c(=O)c(C/C=C(/C)Cl)c(C)[nH]c12 ?
mouse EphA4 binding: -4.4%

Results for COc1ccc(C(=O)NC2CCCCCC2)cc1S(=O)(=O)N1CCCc2ccccc21 ?
mouse EphA4 binding: 3.0%

Results for O=C1c2ccccc2NC(c2ccc(F)cc2)N1c1ccc(Cl)cc1 (configuration not stated) ?
mouse EphA4 binding: -2.5%

What do the screens show for `CCOc1ccc(-c2nnn(CC(=O)NCc3ccc(F)cc3)n2)cc1OCC`?
mouse EphA4 binding: -3.4%

How did Cn1cc(SCC(=O)Nc2ccc3c(c2)OCO3)c2ccccc21 do in these assays?
mouse EphA4 binding: 0.7%

Results for Cc1ccc(S(=O)(=O)NC2=NCN(C3CCN(Cc4ccccc4)CC3)CN2)cc1 ?
mouse EphA4 binding: 0.3%

Results for COC(=O)CNC(=O)CN1C(=O)N(c2ccc(Cl)cc2)C(N(O)C(=O)Nc2ccc(Cl)cc2)C1(C)C (configuration not stated) ?
mouse EphA4 binding: -3.8%

What do the screens show for `Cc1ccc(C(=O)Nc2ccc(N3CCOCC3)nc2)cc1`?
mouse EphA4 binding: 3.0%

How did COc1ccccc1N1CCN(/N=C\c2ccc(C)o2)CC1 do in these assays?
mouse EphA4 binding: -3.2%

How did CC(=O)N1c2ccc(S(=O)(=O)CCC(=O)O)cc2CC1C (configuration not stated) do in these assays?
mouse EphA4 binding: -17.7%

How did CCOc1ccc(N2CC(C(=O)Nc3cccc(C)c3C)CC2=O)cc1 (configuration not stated) do in these assays?
mouse EphA4 binding: -6.9%

How did COc1ccc(C=NCC2COc3ccccc3O2)cc1OC (configuration not stated) do in these assays?
mouse EphA4 binding: 1.2%

How did Cc1c(C(=O)N2CCCCC2)sc(NC(=O)C(C)C)c1C#N do in these assays?
mouse EphA4 binding: -23.5%

What do the screens show for `COC(=O)CSC1=C(C#N)C(c2ccccc2OC)C(C(=O)OC)C(=O)N1` (configuration not stated)?
mouse EphA4 binding: -7.7%

What do the screens show for `COc1ccc(C(=O)c2ccc(OC)c(OC)c2)cc1OC`?
mouse EphA4 binding: -2.5%

How did c1ccc(-c2n[nH]c(-c3ccccc3)c2-c2nc3ccccc3[nH]2)cc1 do in these assays?
mouse EphA4 binding: -14.7%

Results for C/C(Cl)=C/Cn1c(SCCN2CCOCC2)nc2c1c(=O)[nH]c(=O)n2C ?
mouse EphA4 binding: -5.5%

Results for Cc1ccc(C(=O)COC(=O)CCC(=O)Nc2cccc(Cl)c2)cc1[N+](=O)[O-] ?
mouse EphA4 binding: -4.9%

Results for COC(=O)c1nn(-c2ccc3c(c2)OCO3)cc1O ?
mouse EphA4 binding: -2.6%

How did Nc1c(-c2cccc(Cl)c2)cnn1-c1cccc(C(F)(F)F)c1 do in these assays?
mouse EphA4 binding: 2.2%

How did COc1ccc(/C=C/C(=O)N2CCC(CN3C(=O)c4cccc5cccc(c45)C3=O)CC2)cc1OC do in these assays?
mouse EphA4 binding: -13.6%

Results for COC(=O)c1cc(=O)n(Cc2ccc3c(c2)OCO3)c(=Nc2ccc(F)cc2)s1 ?
mouse EphA4 binding: 9.1%

Results for Cn1c(-c2ccccc2)cccc1=O ?
mouse EphA4 binding: 2.6%

Results for CCS(=O)(=O)Nc1c(C(=O)OC)[nH]c2ccccc12 ?
mouse EphA4 binding: 3.3%

What do the screens show for `CCNC(=O)C(=O)Nc1ccc(Cl)cc1`?
mouse EphA4 binding: 6.6%

Results for CC1(C)N=C(/C=N/O)CN1O ?
mouse EphA4 binding: 1.6%

Results for COc1cc(/C=C2\OC(=O)c3c(OC)cccc32)ccc1O ?
mouse EphA4 binding: -5.9%

What do the screens show for `CN(CC(=O)N1CC(=O)N(CCc2ccccc2)C(=O)C1)S(=O)(=O)c1cccc2nsnc12`?
mouse EphA4 binding: -12.1%

Results for COc1cc(NC(=O)c2cc3c(=O)n(C)c4ccccc4c3n2C)cc(OC)c1OC ?
mouse EphA4 binding: -5.4%

What do the screens show for `CCOc1ccc(NC(=O)CSc2nnc(C)n2CCCOC)cc1`?
mouse EphA4 binding: -8.7%

Results for Cc1nc2c(C(=O)N3CCCCC3)cnn2c(C)c1Cc1ccccc1F ?
mouse EphA4 binding: -1.3%

Results for CCOc1ccc2nc(SCC(=O)c3ccc(C)cc3C)sc2c1 ?
mouse EphA4 binding: 5.9%
